Bioassay records deposited in PubChem by several laboratories.
C-LANA FP = KSHV C-LANA DNA binding inhibition | 340,000 tested, 0.078% active | inhibition, % at 9 µM | MBP-C-LANA/FAM-LBS DNA binding, fluorescence polarization;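 active = highest replicate inhibition at or above 60% at 9 µM, even if other replicates fall short; inactive = all replicates below 60% inhibition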;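 also: 0% = neutral control wells and 100% = 4 µM acridine orange control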
Rtt109 HAT inh = C. albicans Rtt109 histone acetyltransferase inhibition; Q5AAJ8; purified Rtt109/Vps75, ThioGlo CoA-SH fluorescence, 4 h; inhibition, % at 34.9 µM; 330,000 tested, 0.16% active; AID 540336;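 active = inhibition of at least 50% in every replicate; inconclusive = best replicate reaches 50% inhibition but some replicates fall short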
dFosB act = enhances mouse delta FosB homodimer DNA binding; 340,000 tested, 0.99% active; activation, % at 25 µM; AID 493131; purified delta FosB, TAMRA-CDK5 oligo fluorescence polarization; percent of positive-control signal above neutral wells; P13346;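 active = mean activation above about 17%, with every replicate also reaching it, limit read from the data, passing the limit was not always enough; inconclusive = only one of the two conditions met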;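 also: fluorescence polarization rise as delta FosB binds a TAMRA Cdk5 AP-1 oligo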
CDK5 p35 inh = CDK5/p35 (human) kinase inhibition; Q00535+Q15078; Recombinant CDK5/p35, ADP-Glo luminescence, 60 min; inhibition, % at 10 µM; 330,000 tested, 0.01% active; AID 488839;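 active = highest replicate inhibition of at least 50% and at least 75% of replicates reaching 50%; inconclusive = only one of the two criteria met; inactive = both criteria failed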;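 also: plate controls were DMSO neutral control for no effect and GW8510 at 10 µM for full effect; many of its hits are not listed in these tables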
PvdQ acylase = blocks Pseudomonas aeruginosa PvdQ acylase activity. 340,000 tested, 0.063% active. inhibition, % at 10 µM. purified PvdQ acylase, fluorescence plate reader. AID 488965; in the data active = inhibition above about 30%, passing the limit was not always enough; inconclusive = no clear call, values can overlap the other calls;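 also: 0% = vehicle neutral wells and 100% = reference inhibitor wells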
NSD2 inh = blocks human histone methyltransferase NSD2; NSD2 peptide methylation, AlphaScreen, 120 min; inhibition, % at 12.5 µM; 310,000 tested, 0.54% active; AID 743445; in the data active = inhibition above about 50%
PfHsp90 set2 = growth inhibition of yeast expressing Plasmodium Hsp90; AID 504621; S. cerevisiae expressing PfHsp90, BacTiter-Glo ATP, 48 h; yeast lacking PDR1 and PDR3 efflux regulators; 310,000 tested, 0.32% active; inhibition, % at 9.4 µM;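 active = every replicate shows inhibition above about 80%, whatever the replicate mean, limit read from the data; inconclusive = mean inhibition reaches the set limit but some replicate falls short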;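 also: 0% = DMSO neutral controls and 100% = 20 µM radicicol positive controls; yeast relying on Plasmodium falciparum Hsp90 in place of its own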
Mot1-301 SUMO = SUMOylation pathway inhibition by Mot1-301 growth rescue. 320,000 tested, 1% active. S. cerevisiae Mot1-301 growth rescue, ATP luminescence, 38.5C; percent above DMSO median, 100 means doubled. growth rescue, % at 18.8 µM;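 active = every valid replicate shows activation above 250% relative to neutral control wells; inactive = the rest, any valid replicate at or below 250%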;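 also: OY570 slx delta 5 strain wells were the positive control but not used for scaling; some compounds called inactive have numbers as strong as hits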
Keap1 Nrf2 FP = inhibitors of human Keap1-Nrf2 protein-protein interaction. Q14145. Keap1 Kelch-Nrf2 peptide fluorescence polarization, 1536-well. inhibition, % at 9.4 µM. 340,000 tested, 0.15% active. AID 504523; in the data active = inhibition above about 12%; inconclusive = no clear call, values can overlap the other calls; inactive = below about 7.3%;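 also: human Keap1 Kelch domain with fluorescein labeled Nrf2 9mer peptide probe; 0% = neutral control wells and 100% = peptide positive control; higher means more block of Keap1 binding to Nrf2 peptide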
RTF Ca sens inh = cardiac RTF calcium desensitization. P19429+P45379. IANBD-labeled cardiac RTF, Ca2+ fluorescence. inhibition, % at 7.15 µM. 340,000 tested, 0.12% active. AID 493244;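 active = inhibition above the mean inhibition of all tested compounds plus 3 SD, cut at about 17% in these data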;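 also: assay run at fixed EC70 calcium of 1.6 mM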
cardiac RTF act = increases calcium sensitivity of human cardiac regulated thin filaments; P19429+P45379; IANBD-labeled TnC RTF fluorescence at EC20 calcium; 0% EC20 calcium, 100% full calcium; activation, % at 7.2 µM; 340,000 tested, 0.24% active; AID 493008;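 active = activation above the mean over all tested compounds plus 3 SD, cut at about 30% in these data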;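 also: rise in fluorescence read as greater calcium sensitivity of cardiac thin filaments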
* hit, by the source's call; ? = inconclusive; nt = no result given.

1. O=c1c2cccnc2nc2n1CCCCC2
2. COc1ccccc1NC(=O)CSc1nnc(CNC(=O)c2ccccc2F)o1
3. CC1(C)O[C@@H]2C[C@H]3[C@@H]4C[C@H](F)C5=CC(=O)C=C[C@]5(C)[C@H]4[C@@H](O)C[C@]3(C)[C@]2(C(=O)CO)O1
4. O=C(NCC(O)CN1CCOCC1)c1ccc([N+](=O)[O-])cc1 (centres undefined)
5. CSc1ccc(NC(=O)N2CCN(c3nc4ccccc4s3)CC2)cc1
6. COc1cccc(N2CC(O)Cn3c2nc2c3c(=O)n(CCCc3ccccc3)c(=O)n2C)c1 (centres undefined)
assay / compound	1	2	3	4	5	6
C-LANA FP	-0.4	2.6	1.7	-0.1	0.3	-0.4
Rtt109 HAT inh	13	-1	6	6	2	1
dFosB act	-8	-2	-1	-2	-4	-9
CDK5 p35 inh	0.9	1.8	0.6	1.4	-0.9	0.1
PvdQ acylase	8	-14	2	-7	-17	-23
NSD2 inh	1	-1	nt	-3	nt	1
PfHsp90 set2	16	-6	4	20	14	10
Mot1-301 SUMO	1	10	230	187	11	8
Keap1 Nrf2 FP	-4	-5	1	-2	-1	-1
RTF Ca sens inh	15	-4	14	1	-3	1
cardiac RTF act	-1	-8	0	-3	3	5

7. CCOC(=O)Cc1ccc(NCc2ccc(Cl)cc2)cc1
8. CCOC(=O)CN1CC23C=CC(O2)C(C(=O)Nc2ccc4c(c2)OCO4)C3C1=O (centres undefined)
9. Clc1ccccc1COc1ccccc1-c1nnco1
10. O=C(CN1CCN(c2ccccc2O)CC1)NNC(=O)c1ccc(Cl)cc1
11. Cc1ccc(NC(=O)c2cc(S(=O)(=O)N3CCc4ccccc43)cn2C)cc1C
12. COc1ccccc1NC(=O)CN(c1ccc(C)cc1)S(=O)(=O)c1c(C)n[nH]c1C
assay / compound	7	8	9	10	11	12
C-LANA FP	-0.2	-0.2	0.5	3.8	-0.5	-1.6
Rtt109 HAT inh	3	-3	6	-2	-3	9
dFosB act	3	-4	-11	3	-7	2
CDK5 p35 inh	-0.5	-0.7	0.5	2.1	-0.8	-4.1
PvdQ acylase	4	-9	-4	-3	-6	-12
NSD2 inh	0	nt	-2	-2	nt	-3
PfHsp90 set2	-12	11	-9	-3	-3	-2
Mot1-301 SUMO	-7	17	1	-15	-23	981*
Keap1 Nrf2 FP	-8	1	3	-2	-1	4
RTF Ca sens inh	-4	-10	0	-4	-2	-17
cardiac RTF act	9	6	1	-3	-2	-1

13. Cc1ccc2oc(C(=O)N3CCCCCC3)c(C)c2c1
14. CCCCOc1ccc(C(=O)N/C(=C\c2ccc([N+](=O)[O-])cc2)C(=O)OCc2ccco2)cc1
15. N#CCCNC(=O)CCN1CCCCC1
16. CCOc1ccc(CCNC(=O)Cc2ccc(S(=O)(=O)N3CCOCC3)s2)cc1OCC
17. O=C(N1CCOCC1)C(F)(F)C(=O)N1CCOCC1
18. Cc1cc(N2CCC(C(N)=O)CC2)nc(-c2ccccc2)n1
assay / compound	13	14	15	16	17	18
C-LANA FP	-0.3	1.5	-0.9	0.4	-1.3	0.9
Rtt109 HAT inh	-4	1	-3	0	5	-8
dFosB act	1	-18	-1	-11	-7	-5
CDK5 p35 inh	2.6	-2.6	-0.9	-0.3	0.7	0.6
PvdQ acylase	0	-2	11	-12	11	-5
NSD2 inh	1	-1	21	0	-5	-1
PfHsp90 set2	-2	7	10	12	4	-42
Mot1-301 SUMO	14	-20	0	4	-2	-7
Keap1 Nrf2 FP	7	-5	-2	-3	1	0
RTF Ca sens inh	-3	-5	8	-9	-6	-3
cardiac RTF act	6	-4	6	-1	-3	0

Part of the list above, with tabs:
no.	molecule	C-LANA FP	Rtt109 HAT inh	dFosB act	CDK5 p35 inh	PvdQ acylase	NSD2 inh	PfHsp90 set2	Mot1-301 SUMO	Keap1 Nrf2 FP	RTF Ca sens inh	cardiac RTF act
16	CCOc1ccc(CCNC(=O)Cc2ccc(S(=O)(=O)N3CCOCC3)s2)cc1OCC	0.4	0	-11	-0.3	-12	0	12	4	-3	-9	-1
17	O=C(N1CCOCC1)C(F)(F)C(=O)N1CCOCC1	-1.3	5	-7	0.7	11	-5	4	-2	1	-6	-3

Later entries
19. O=C(CSc1nnc(-c2cccnc2)n1-c1ccccc1)Nc1ccccc1
20. COc1ccc(NC(=O)CN(C)C(=O)c2cccc(S(=O)(=O)N3CCN(c4ccccc4)CC3)c2)cc1
21. COc1ccc(NC(=O)CN(C)C(=O)c2ccc(NS(=O)(=O)c3cccc([N+](=O)[O-])c3)cc2)cc1
22. Cc1ccccc1-c1nnc(SCCC(=O)N2CCOCC2)o1
23. Cc1onc(-c2ccccc2Cl)c1C(=O)N(C)C1CCCCC1
24. COc1ccc(/C=C/c2c([N+](=O)[O-])c(=O)n(C)c(=O)n2C)cc1
assay / compound	19	20	21	22	23	24
C-LANA FP	0.7	0.6	-0.6	-3.2	-1.4	0.1
Rtt109 HAT inh	1	-9	18	-4	8	0
dFosB act	-4	-6	-9	3	-6	0
CDK5 p35 inh	0.9	-0.1	1.0	-0.8	-0.3	-2.8
PvdQ acylase	1	-1	3	-9	-11	-7
NSD2 inh	1	0	0	-2	nt	-1
PfHsp90 set2	14	nt	-7	16	24	-7
Mot1-301 SUMO	-12	-5	85	9	39	nt
Keap1 Nrf2 FP	1	-3	-1	-2	-5	-6
RTF Ca sens inh	1	-10	6	-1	-5	7
cardiac RTF act	4	-15	4	-3	5	5

25. Cc1cc[n+](C(C)C(=O)c2ccc(-c3ccccc3)cc2)cc1 (centres undefined)
26. COc1ccc(N(CC(=O)NCc2ccc3c(c2)OCO3)S(=O)(=O)c2ccc(O)c(C(=O)O)c2)cc1
27. O=C(NCc1ccc(F)cc1Cl)C1CCN(S(=O)(=O)N2CCCCC2)CC1
28. CCc1cccc(NS(=O)(=O)c2ccc3c(c2)CCC(=O)N3)c1
29. O=C(NC1CCCCC1)C(c1ccc(F)cc1)N(Cc1ccccc1)C(=O)CN1C(=O)c2ccccc2S1(=O)=O (centres undefined)
30. CCOc1ccc(NC(=O)CSc2nc(N)c(-c3ccccc3)c(=O)[nH]2)cc1
assay / compound	25	26	27	28	29	30
C-LANA FP	3.7	0.2	-1.1	0.4	-0.1	-1.6
Rtt109 HAT inh	-5	2	-9	6	-1	7
dFosB act	-8	?	-8	-1	-3	-1
CDK5 p35 inh	1.3	0.5	0.0	0.9	2.4	-8.4
PvdQ acylase	-4	1	-5	-13	6	-3
NSD2 inh	8	-1	1	1	0	-2
PfHsp90 set2	2	12	-3	8	-10	-15
Mot1-301 SUMO	37	nt	-14	13	-3	-7
Keap1 Nrf2 FP	4	3	0	-3	-3	3
RTF Ca sens inh	-6	-1	1	-4	-23	-1
cardiac RTF act	-2	-1	-8	1	16	0

31. CC/C(O)=C1\C(=O)CCCC1=NCCc1nc2ccccc2[nH]1
32. Cc1cc(C(=O)N2CCCC(Nc3ccccc3)C2)c2ccc(F)cc2n1 (centres undefined)
33. CCN1CCN(CCCNC(=O)c2ccc(/C=C3/Oc4ccccc4N(Cc4cccc(C)c4)C3=O)cc2)CC1
34. Cc1c(NC(=S)NC(=O)c2ccccc2)c(=O)n(-c2ccccc2)n1C
35. O=C(Cc1ccccc1)NNS(=O)(=O)c1ccc(F)cc1
36. CCSc1nnc(NC(=O)Cc2ccccc2OC)s1
assay / compound	31	32	33	34	35	36
C-LANA FP	0.7	-0.7	-0.4	0.5	-0.7	2.0
Rtt109 HAT inh	8	-2	-5	-7	24	-15
dFosB act	0	-1	-25	-4	3	2
CDK5 p35 inh	-2.2	1.1	1.2	1.7	3.1	-1.2
PvdQ acylase	-7	-8	-10	-5	7	-1
NSD2 inh	nt	2	nt	-2	-1	1
PfHsp90 set2	nt	-25	35	-38	-7	7
Mot1-301 SUMO	4	-10	40	-3	-1	-4
Keap1 Nrf2 FP	-6	5	-4	1	-3	4
RTF Ca sens inh	-4	-10	0	7	-3	-5
cardiac RTF act	6	4	0	-4	0	-5

37. CC(NC(=O)COc1ccccc1)C(=O)N1CCN(c2ccc(F)cc2)CC1 (centres undefined)
38. CN1CCc2c(sc3c2C(=O)NC(c2cn(Cc4ccccc4)c4ccccc24)N3)C1 (centres undefined)
39. CCn1c(CN2C(=O)CSc3ccccc32)n[nH]c1=S
40. COc1ccc(N2CCN(c3ccc(NC(=O)c4ccc5c(c4)OCO5)cc3C#N)CC2)cc1
41. COc1ccc(OC)c(CCNC(=O)c2ccccc2NC(=O)C2=C(C)OCCS2)c1
42. CCOC(=O)C1CCN(C(=O)c2ccc3c(c2)NC(=O)/C(=C\c2cccc(C)c2)S3)CC1
43. Cc1ccc(NC(=O)c2cc(=O)c3ccccc3o2)cc1S(=O)(=O)N1CCOCC1
44. O=C(Nc1cccc(S(=O)(=O)Nc2ccc(SC(F)F)cc2)c1)C1CCC1
45. COCC(C)n1c(C)cc(C(=O)COC(=O)c2ccc3c(c2)NC(=O)CS3)c1C (centres undefined)
assay / compound	37	38	39	40	41	42	43	44	45
C-LANA FP	0.5	-9.6	0.8	0.7	-0.3	-1.7	1.4	-1.1	1.0
Rtt109 HAT inh	8	-6	-4	4	2	29	-7	5	nt
dFosB act	-12	0	0	1	-15	4	3	-13	-5
CDK5 p35 inh	-0.4	0.9	0.5	-0.6	-3.0	2.2	-0.3	-0.8	1.0
PvdQ acylase	-11	12	12	-5	-8	9	0	1	0
NSD2 inh	0	-1	-1	nt	nt	0	4	-3	6
PfHsp90 set2	-7	-8	3	10	8	-14	-11	nt	-5
Mot1-301 SUMO	-16	-11	-15	0	-2	139	-7	-7	96
Keap1 Nrf2 FP	0	-12	-1	0	-6	-1	-2	-1	-4
RTF Ca sens inh	3	-14	-5	0	-9	-8	1	-1	-2
cardiac RTF act	-3	14	-5	0	3	-3	-2	-3	-4

Hits appear at their usual frequency; about 3.2% have a hit in one of these screens.
